Screening data as filed in PubChem BioAssay.
mcGAS lum – inhibitors of mouse cGAS; Q8C6L5; recombinant cGAS, Kinase-Glo ATP depletion luminescence; inhibition, % at 12.5 µM; 160,000 compounds, 0.15% hits; AID 1259399;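 also: 0% = negative control wells and 100% = reference inhibitor with no enzyme activity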
hcGAS inh – human cGAS inhibition. Q8N884. recombinant h-cGAS, ATP depletion, Kinase-Glo luminescence. inhibition, % at 12.5 µM. 290,000 compounds, 0.081% hits. AID 1259398;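 also: 0% = vehicle reaction and 100% = reaction without DNA for no activity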
Target sequence (Q8N884 whole entry, looked up): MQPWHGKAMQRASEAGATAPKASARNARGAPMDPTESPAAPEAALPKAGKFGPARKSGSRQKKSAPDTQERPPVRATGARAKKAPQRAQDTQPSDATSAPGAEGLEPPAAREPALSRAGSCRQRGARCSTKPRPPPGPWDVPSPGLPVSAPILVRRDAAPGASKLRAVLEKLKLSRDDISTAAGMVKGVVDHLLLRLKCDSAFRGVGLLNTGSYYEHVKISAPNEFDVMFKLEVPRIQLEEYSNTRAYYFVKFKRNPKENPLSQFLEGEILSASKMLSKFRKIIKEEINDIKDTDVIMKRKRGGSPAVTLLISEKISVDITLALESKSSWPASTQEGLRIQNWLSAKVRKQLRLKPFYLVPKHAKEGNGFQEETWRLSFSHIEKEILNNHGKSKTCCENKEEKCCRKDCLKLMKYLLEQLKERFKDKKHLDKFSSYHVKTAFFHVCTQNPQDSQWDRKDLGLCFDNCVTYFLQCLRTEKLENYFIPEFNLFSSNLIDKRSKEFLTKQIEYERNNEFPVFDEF
NPYLR7 ag – mosquito NPYLR7 agonism; HEK293T NPYLR7/Galpha15, GCaMP6s calcium fluorescence; activation, % at 10 µM; 270,000 compounds, 0.15% hits; in the data active = activation above about 40%;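 also: 0% = vehicle and 100% = reference agonist at the receptor; some compounds past the cut are filed as inactive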
Active calls of the source: *; / = not tested or not shown; & = joins results of further samples. Rule as the data show it, unless noted: active = inhibition above about 40%; inactive = the rest.

SMILES	mcGAS lum	hcGAS inh	NPYLR7 ag
CN1C(=O)CN=C(c2ccccc2)c2cc(Cl)ccc21	/	0	-7
Cc1cc(OC(=O)N(C)C)cc2c1C(=O)/C(=C/c1ccncc1)O2	-9	-6	0
CCCOc1c(I)cc(/C=C\[N+](=O)[O-])cc1OC	/	0	2
Cc1nc(N(C)C)nc(N2C[C@@H]3C[C@@H](C2)c2cccc(=O)n2C3)c1C	/	-8	21
CON(C)S(=O)(=O)c1ccc(Cn2nc(C(=O)Nc3ccccn3)c3ccccc32)cc1	-4	-4	8
CCCCCC1(C)NCCN2C(=O)CSC21 (configuration not stated)	-2	1	-3
CCN(CC)c1nc(SC)ncc1CNCCc1ccc(C)cc1	-5	-4	24
CC1=Nc2ccccc2C2C(C(=O)C34CC5CC(CC(C5)C3)C4)C12C#N (configuration not stated)	-6	-7	10
Cc1cc(CN2CCC3(CCNCC3)C2)oc1C	-2	3	2
CC1=C(C(=O)OC(C)(C)C)C2(C(=O)Nc3ccc(Br)cc32)C(C#N)C(=N)O1 (configuration not stated)	2	3	-4
C[C@@H]1CC(Cl)CC[C@H]1C(=O)OC(C)(C)C (some centres not stated)	2	3	-14
C=CCN1CC[C@]23c4c5ccc(O)c4O[C@H]2C(=O)CC[C@@]3(O)[C@H]1C5	-4	-6&-3	-4&-1
CN1CCN(c2nc(C(C)(C)C)cs2)CC1	/	-4	-18
COc1ccc2[nH]cc(C3=CCNCC3)c2c1	/	2	-4
CCOc1ccc2ccccc2c1C(=O)N1CCN(CCOC(c2ccccc2)c2ccccc2)CC1	-6	-1	19
CC(C)CCn1c(CC(C)(C)C)nc2ccccc21	/	-6	3
COc1ccc(CC(=O)N2CCN(C(C)C(=O)NC(C)(C)C)CC2)cc1 (configuration not stated)	/	-12	-6
CC(=O)[O][Hg][c]1ccccc1	/	2	-9
CCC/C=C/CN1CCC2(CCNCC2)C1	-8	-14	/
Oc1c(Cl)c(Cl)c(Cl)c(Cl)c1Cl	/	70*	6
COC(=O)C1=C(C)OC(=N)C(C#N)C12C(=O)Nc1ccccc12 (configuration not stated)	-4	0	-5
CC12CCC3C(CCC4CC(=O)CCC43C)C1CCC2O (configuration not stated)	/	-4	-6
COc1ccc(CC2(CCc3ccncc3)C(=O)NC(=O)NC2=O)cc1	/	-5	1
CN1C[C@H](Oc2ccccn2)[C@]2(CCN(CC3CC3)C2)S1(=O)=O	-7	-4	4
Cc1ccnc(CC(C)N(C)Cc2ccc(-c3ccn[nH]3)s2)c1 (configuration not stated)	-12	-6	2
Cc1cccc(C2SCC(=O)N(CC(=O)O)c3c2c(-c2ccccc2)nn3-c2ccccc2Cl)c1 (configuration not stated)	1	-2	-6
CC/C=C\CCCN1CCN2CCNC(=O)C2C1 (configuration not stated)	/	2	6
COc1ccc2[nH]c3c(c2c1)CCN=C3C	/	-3	4
Cc1cc(C(=O)Nc2ccc3c(c2)CCC3)c(C)n1C1CC1	-7	-10	8
Cc1ccc(N2CCC(NC(C)Cc3ncccc3C)CC2)cc1 (configuration not stated)	/	-6	9
Cc1ccc(F)cc1S(=O)(=O)N1CCN(CCOC(c2ccccc2)c2ccccc2)CC1	-7	-3	24
CN1CCN(C(=O)c2cc(C3CC3)on2)[C@H]2CS(=O)(=O)C[C@H]21	1	8	/
COc1ccc([C@@H]2CN(c3ncnc4[nH]ccc34)[C@@H]3C4CCN(CC4)[C@@H]32)cc1	/	-4	10
Clc1ccc(C(OCCN2CCCCC2)c2ccccc2)cc1 (configuration not stated)	-4	-4&3&-4	-11&-3&-6
COc1cccc(CC(C)NCc2csc(C)n2)c1 (configuration not stated)	/	-6	1
CCCCC(CC)C(=O)Nc1ccc2[nH]cc(CCN3CCOCC3)c2c1 (configuration not stated)	2	3	-11
CN1CCOC(CN(C(=O)CN2CCCC2=O)c2nccs2)C1 (configuration not stated)	/	-5	2
N#Cc1ccc(CN2CCN(c3cccc(Cl)c3)CC2)cc1	/	-6	9
Cn1cccc1C(=O)NS(=O)(=O)c1ccc(C#N)c(Cl)c1	/	2	3
CS(=O)(=O)c1ccccc1S(=O)(=O)N1CCN(CCOC(c2ccc(Cl)cc2)c2ccc(Cl)cc2)CC1	-7	-4	2
CN1C(=O)C2(CCN(Cc3cc4n(n3)CCNC4)CC2)c2ccccc21	-18	-2	2
COc1ccc(OC)c(C2SCC(=O)N(CC(=O)NC3CC3)c3c2c(C(C)(C)C)nn3-c2ccc(F)cc2)c1 (configuration not stated)	-6	-9	15
O=C(c1ccccc1F)N1CCC2(CC1)OCCO2	-5	-4	-5
Cc1cccc(=O)n1CCC(=O)N1CCCN2CCC[C@H]2C1	/	0	4
COc1cc(C(=O)N2CCN3CCNC(=O)C3C2)nc(OC)n1 (configuration not stated)	/	-4	-1
COc1ccc2c(c1)c(C(=O)NC(C)CCn1cccn1)c(C)n2C (configuration not stated)	/	-5	0
N#Cc1ccccc1S(=O)(=O)N1CCN(CCOC(c2ccccc2)c2cccc(C(F)(F)F)c2)CC1 (configuration not stated)	-8	-11	3
O[C@@H]1CC[C@H]2C[C@@H]1[C@@H](Oc1ccccn1)CN2CC1CC1	-9	-4	27
COC(=O)C1C(=N)Oc2cc(C)n(Cc3ccccn3)c(=O)c2C12C(=O)N(C)c1ccccc12 (configuration not stated)	-7	-7	0
CCCCn1cc(C(=O)N2CCN(c3cc(Cl)ccc3C)CC2)c2cccnc21	-4	-2	-2
More entries
SMILES	mcGAS lum	hcGAS inh	NPYLR7 ag
CC(C)COC(=O)C1CN1C(C)(C)CO (configuration not stated)	/	-5	-8
COc1ccc2c(CCN)c[nH]c2c1	/	-4	2
O=C(Nc1cnccc1N1CCCCC1)c1cccn(Cc2ccccc2)c1=O	4	10	-6
CNCCc1cnc[nH]1	/	-2	-9
c1ccc2[nH]c(C3CCCNC3)cc2c1 (configuration not stated)	/	-11	8
O=P(C=C(Cl)c1ccccc1)(C=C(Cl)c1ccccc1)NCCc1ccccc1	-4	-8	21
CC(Cc1cccs1)N(C)CCN1C(=O)CCC1=O (configuration not stated)	-17	-20	2
CN1CCC2(CC1)CNCC2c1nc(C2CC2)n[nH]1 (configuration not stated)	-4	-6	/
COC(=O)C1(c2ccccc2)CCN(C(=O)CCc2ccc(F)cc2)CC1	/	-8	-2
CO[C@H]1C=C2CCN(C)[C@H]2C2c3cc4c(cc3C(=O)O[C@@H]21)OCO4 (some centres not stated)	-5	-10	5
Cc1cc(/C=C2\C(=O)NC(=S)N(c3ccccc3)C2=O)c(C)n1-c1ccc(Cl)cc1	-1	-5	-1
Cc1ccc(P(=S)(N2CCOCC2)N2CCOCC2)o1	/	-10	-5
CC(C)c1cnc(CN2CC=C(c3ccccc3C(F)(F)F)CC2)o1	/	5	-7
COc1ccc(CNC(=O)/C=C/c2ccc3[nH]cc(CCN(C)C)c3c2)cc1	-3	-2	6
CCn1ccnc1P(=S)(N(C)C)N(C)C	/	-10	1
CON(C)S(=O)(=O)c1ccc(Cn2nc(C(=O)N3CCN(C(=O)C4CCCO4)CC3)c3ccccc32)cc1 (configuration not stated)	-7	-8	14
Cc1nc(CCN)cc(N2CCN3CCC2CC3)n1	/	7	1
O=C1OC(c2c(O)[nH]c(=O)[nH]c2=O)c2ccccc21 (configuration not stated)	/	7	1
C=C1C[C@@H]2[C@H](CC[C@]3(C)C(=O)CC[C@@H]23)[C@@]2(C)C=CC(=O)C=C12	/	-3	-10
O=C1NCCN2CCN(C3CCSCC3)CC12 (configuration not stated)	-9	-3	2
Cc1noc(C)c1CC(=O)NC(C)Cc1ccc(Cl)cc1Cl (configuration not stated)	/	-1&-8	-1&1
CN1CCNC(=O)C12CCN(C(=O)CCc1cccnc1)CC2	-17	-3	8
O=C(c1cccc(C(F)(F)F)c1)C1CCCN(Cc2ccccc2O)C1 (configuration not stated)	-4	-6	2
CC(C)Cc1ccc(C2NCCc3[nH]cnc32)s1 (configuration not stated)	/	-5	8
NC(=O)CI	-1	-2	-6
CC(Cc1ccccn1)NC1CCN(c2ccc(NC(=O)C3CCCC3)cc2)CC1 (configuration not stated)	/	-12	5
S=P1(NCc2ccccc2)NC(=NCc2ccccc2)c2c(nc3n2CCC3)N1 (configuration not stated)	-7	-9	2
CC(=O)C(C#N)c1c(Cl)cccc1Cl (configuration not stated)	/	-12	-5
Fc1cnccc1-c1cccc2c1CCNC2	/	-2	-2
O=C(OC1CCN(CCCl)CC1)C(c1ccccc1)c1ccccc1	-3	-2	-1
CN1C2C[C@H](OC(=O)[C@H](CO)c3ccccc3)C[C@H]1[C@@H](O)C2	/	-3	10
O=C(Cc1ccsc1)N1CCN(Cc2cccc(-c3noc(-c4cccs4)n3)c2)CC1	-7	-5	3
Cc1ccccc1S(=O)(=O)N1CCN(CCOC(c2ccccc2)c2cccc(C(F)(F)F)c2)CC1 (configuration not stated)	-8	-9	4
COc1cc(C=C2C(=O)N(C)C(=O)N(C)C2=O)ccc1OCc1ccc(C)cc1	-5	-1	-14
Cc1nc(SCc2nc3ccccc3c(=O)n2-c2ccc(F)cc2)n[nH]1	/	0	8
Cc1cc(C)cc(-n2c(C)cc(C=C3C(=O)NC(=S)NC3=O)c2C)c1	3	0	-11
CN1C(=O)C(=Cc2ccc(OCc3ccccc3)cc2)C(=O)N(C)C1=O	-7	-9	-15
C=CCNC(=O)N1[C@@H]2C(=O)N(C)c3ccccc3[C@@H]2[C@@H](C(=O)OCC)[C@H]1c1ccccc1	0	4	-3
CCOC(=O)C1=C(c2ccccc2)OC(=N)C(C(=O)OCCOC)C12C(=O)Nc1ccc(Br)cc12 (configuration not stated)	1	-1	-21
Clc1cccc2sc(N3CCNCC3)nc12	/	-11	-1
O=c1oc2ccccc2c(O)c1C(c1ccccn1)c1c(O)c2ccccc2oc1=O	/	4	7
COCCN1CCCC2(CCNC2)C1=O (configuration not stated)	/	-8	9
CN(C)CCN(Cc1csc(COc2ccccc2)n1)C(=O)Cc1ccccc1	-10	-8	15
O=c1[nH]c(O)c(N=Nc2ccc3c(c2)OCCO3)c(=O)[nH]1	/	-7	-6
FC(F)(F)c1cccc(C(OCCN2CCN(Cc3ccc(Cl)o3)CC2)c2ccccc2)c1 (configuration not stated)	-3	-2	5
CN1C2CCC1CC(OC(=O)CNC1CCCCC1)C2 (configuration not stated)	/	-10	-3
C=CCN1CCC23c4c5ccc(O)c4O[C@H]2C(=O)CC[C@@]3(O)C1C5 (some centres not stated)	-3	-8	4
O=C1NC(=S)NC(=O)C1=Cc1cc(-c2ccccc2)n(-c2ccc(Cl)cc2)c1-c1ccccc1	3	2	-4
CCCCCCCSc1cc(OC)c(CCNC)cc1OC	/	-4	4
CCNC(=O)CN1CCCC(C(=O)c2ccc3c4c(cccc24)CC3)C1 (configuration not stated)	/	-2	18
Next part
SMILES	mcGAS lum	hcGAS inh	NPYLR7 ag
c1cc2c(c(-c3cncnc3)c1)CCNC2	/	-4	4
Cc1cccc(NC(=O)N2CCN(CCOC(c3ccccc3)c3ccc(F)c(F)c3)CC2)c1 (configuration not stated)	-4	-3	7
CN1CCN=C(c2ccccc2)c2cc(Cl)ccc21	/	-5	-27
CN(CCCN1CCCCC1)Cc1ccc(Cl)nc1	/	-4	3
O=C1NCN(c2ccccc2)C12CCN(Cc1ccccn1)CC2	/	-6	-7
COc1ccc(NC2=NCCS2)cc1	/	-7	0
C[C@]12CCC3C(CC[C@H]4C[C@@H](O)CC[C@]34C)C1CCC2=O (some centres not stated)	/	-1	0
CN(C)C(C)(C)Cc1c2c(cc3c1CCC3)CCC2	/	-2	2
Cc1cccc(Cn2cccc(C(=O)Nc3ccccc3F)c2=O)c1	/	-5	0
COc1ccc2c(CN3CCC(CN)C3)cn(C)c2c1 (configuration not stated)	-5	-3	/
COc1ccc2c(c1)[C@]13CCCC[C@H]1[C@H](C2)N(C)CC3	/	-3	-7
C=CCOc1ccc(Cl)cc1C=C1C(=O)N(C)C(=O)N(C)C1=O	-7	4	5
COc1ccccc1C1SCC(=O)N(CC(=O)NCC2CCCO2)c2c1c(C(C)(C)C)nn2C (configuration not stated)	-4	-7	8

A portion of the library; the hit share may differ from the screen's.
